# Screens deposited in PubChem BioAssay by Small Molecule Screening Facility, UW Madison.
# PriA SSB inh = K. pneumoniae PriA-SSBct interaction inhibition; AlphaScreen SSBct-PriA binding, biotinylated peptide; inhibition, % at 33 µM; hit rate 0.6% among 430,000; AID 1272365; in the data active = inhibition mostly above about 37%, no sharp cut-off; inactive = mostly below about 20%;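 also: plate controls were negative control peptide for no effect and reference peptide for full effect; strong numbers were not always called active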
# Numbers without * were called inactive; & = joins results of further samples.
SMILES,PriA SSB inh
CCn1c(C)nc2cc(C(=O)NN=Cc3cccc(OC)c3O)ccc21,-16
O=C(CCc1ccccc1Br)NC[C@]1(O)CCOc2ccccc21,-11
Cc1ccc(N2CC(C(=O)N3CCC4(CC3)OCCN4S(=O)(=O)c3ccccc3)CC2=O)cc1C (stereo not given),14
COc1ccc(NC(C)=O)cc1NC(=O)CCCn1nc(-c2ccc(F)cc2)ccc1=O,-10
CC(C)Cn1c(/C=N\Nc2nc3ccccc3[nH]2)nc2ccccc21,-16
Cc1cccc(CC(=O)NCC2CCN(Cc3ccco3)CC2)c1,-7
O=C(NCCc1c[nH]c2ccccc12)C1CCCN(c2ccc(-c3ccco3)nn2)C1 (stereo not given),2
CC(Cc1ccccc1)=NNC(=O)CNC(=O)c1cccc(F)c1,-2
O=S(=O)(c1cccs1)N1CCC(Oc2ccc(C(F)(F)F)cn2)CC1,-3
Cc1cc2ncc(NS(=O)(=O)Cc3ccc(C(F)(F)F)cc3)cn2n1,-6
COC(=O)c1nnn(-c2cccc(Cl)c2C)c1C(=O)OC,5
CCOC(=O)C(=NNc1cccc(Br)c1)C(=O)OCC,-23
O=S(=O)(c1ccc2c(c1)CCCC2)N1CCN(c2ccc(-c3ccco3)nn2)CC1,12
CN(C)c1ccc(C(CNC(=O)C23CC4CC(CC(C4)C2)C3)N2CCN(c3ccccc3)CC2)cc1 (stereo not given),-1
CCOC(=O)c1ccc(NC(=O)c2cc(=O)c(OCc3ccc(F)cc3)cn2C)cc1,-18
CCOC(=O)NN=C1CC(C)CC(C)(C)C1 (stereo not given),8
COc1ccc(Oc2ccccc2C=NO)cc1,-19
O=C(c1cc(=O)[nH]c2ccccc12)N1CCN(c2cc(-n3cncn3)ncn2)CC1,-12
S=C(NCc1ccco1)NN=Cc1ccc(Cl)cc1,21
CC(=O)N(N=Cc1cccc(C)c1)c1nc(-c2ccc(Br)cc2)cs1,-11
CCOC(=O)c1cc(C)sc1N=CC1C(=O)CC(C)(C)CC1=O,-7
O=C(NCC(O)(c1cccs1)C1CC1)C1(c2ccccc2)CCOCC1 (stereo not given),-9
O=C(NCC(F)(F)F)c1cc(C2CCN(C(=O)Cn3ccc4ccccc43)CC2)[nH]n1,-6
CCOc1ccccc1[C@@H]1c2c(n[nH]c2-c2ccccc2)OC(=N)C1C#N (stereo not given in full),-18
CCOC(=O)c1sc(=NC(=O)c2ccnn2C)n(C)c1C,-1
COc1ccc(CNC(=O)CC(C)=NNC(=O)COc2ccccc2)cc1,1
Nc1nc2c(=O)[nH]nc(-c3ccc(F)cc3)c2s1,-8
COc1ccc(C2CCCCN(C(=O)C3CCOC3)C2)cc1 (stereo not given),-27
NC(=NN=Cc1ccc(O)c(O)c1)c1nonc1N,3
CCOC(=O)c1ccc(NC(=O)c2ccccc2SC)cc1,-1
COc1cccc(-c2nc(SCC(=O)N3CCC(C)CC3)c3c(=O)n(C)c(=O)n(C)c3n2)c1,-2
CC(=NOC(=O)Nc1ccc(Cl)cc1)c1ncc(C(F)(F)F)cc1N1CCOCC1,-5
Cc1ccc(CNC(=O)c2ccc(=O)[nH]n2)cc1,-14&-5
O=C(Nc1ccccc1)c1ccc(-n2nncc2-c2ccccc2)cc1,-21
O=C(Nc1nc2c(C(F)(F)F)cccc2s1)c1ccc2c(c1)OCO2,3
Cc1nc2ccc3nc(NC(=O)c4ccc(Cl)cc4)sc3c2s1,-16
O=C(Nc1cnc2ccnn2c1)c1ccoc1,-13
Cc1noc(C)c1CCC(=O)N1CC(c2nc(-c3ccc[nH]c3=O)no2)C1,-15
CCOc1ccc(-c2ccc(=O)n(CCNC(=O)c3cccnc3OCC)n2)cc1,-2
O=C(CN1C(=C(O)c2ccccc2)C(=O)c2ccccc2S1(=O)=O)c1ccccc1,19
O=[N+]([O-])c1ccc(C=Nn2c(C3CCCCC3)n[nH]c2=S)cc1,-2
CC(C)(Oc1ccc(Cl)cc1)C(=O)N1CCN(C(=O)c2cnn3c2CCCC3)CC1,-20
Cn1c(C(=O)N2CCOCC2)ccc1-c1cc(C(F)(F)F)ccc1Cl,4
COc1ccc(Cl)cc1NC(=O)N1CCC(c2nnc(C3CC3)s2)CC1,-8&0
Cc1nc2cc(NC(=O)c3ccccc3Cl)ccc2n1-c1ccccc1,-6&5
CC(C)C(=O)NCCn1ncc2c(=O)n(Cc3ccc(F)cc3)cnc21,-1
COc1ccc(C)c2sc(=NC(=O)c3cc4ccccc4oc3=O)n(C)c12,-13
Cc1ccc(Cl)cc1NC(=O)C(=O)NCCc1sc(-c2ccc(F)cc2)nc1C,3
NC(=NOC(=O)/C=C/c1ccccc1Cl)c1ccccn1,47
CCn1nc(C)cc1C(=O)Nc1ccc(OC)cc1,-9
Cc1ccc(S(=O)(=O)c2nc(Nc3cccc4c3CCCC4)sc2Cl)cc1,13
Cc1ccsc1[C@@H](O)CNC(=O)Cc1c(F)cccc1Cl,-13
COc1ccc(CC(=O)ON=C(N)Cc2ccc(OC)cc2)cc1,-29
Cc1cccc2cc(C=NNC(=O)CN3CCOCC3)c(Cl)nc12,-18
O=C(CC1CC1)NC1CCC(Oc2ncccn2)CC1 (stereo not given),-7
N#Cc1cccnc1N1CCC(CNC(=O)C2c3ccccc3Oc3ccccc32)CC1,-10
CCc1ccc(-c2csc(NC(=O)c3ccc(S(=O)(=O)N4CCCC4)cc3)n2)cc1,2
Cc1cc(N)c2cccc(Cl)c2n1,-13
CC(C)c1nnc(C2CCN(S(=O)(=O)c3ccccc3)CC2)o1,-10
CCN(CC)C(=O)C1CCCN(c2ccc([N+](=O)[O-])cc2C=NNC(=O)c2cccc([N+](=O)[O-])c2)C1 (stereo not given),-8

# Already shown: 4 of the compounds above.
SMILES,PriA SSB inh
CCc1ccc(-c2csc(NC(=O)c3ccc(S(=O)(=O)N4CCCC4)cc3)n2)cc1,2
Cc1cc(N)c2cccc(Cl)c2n1,-13
CC(C)c1nnc(C2CCN(S(=O)(=O)c3ccccc3)CC2)o1,-10
CCN(CC)C(=O)C1CCCN(c2ccc([N+](=O)[O-])cc2C=NNC(=O)c2cccc([N+](=O)[O-])c2)C1 (stereo not given),-8

# Next part.
SMILES,PriA SSB inh
CCNC(=S)NN=Cc1ccc(-c2ccccc2)o1,0
COc1ccccc1NCc1ccc(O)c2ncccc12,54
O=C(NN=Cc1ccc(-c2cccc([N+](=O)[O-])c2)o1)c1ccc([N+](=O)[O-])cc1,4
CCNc1cc(C)nc(NCCNC(=O)c2ccccc2F)n1,-9
O=C(NCC1CCCN1S(=O)(=O)c1ccccc1)c1ccc2c(c1)OCO2 (stereo not given),-4
O=C(NCC#CCOc1ccc2c(c1)OCO2)c1ccc2nsnc2c1,-18
CCOC(=O)C(=NO)C1=NC(C)(C)Cc2ccccc21,1
O=C(Cn1c(=O)oc2ccccc21)N1CC(Oc2nc3c(C(F)(F)F)cccc3s2)C1,-6
O=C(Nc1ccc2c(c1)OCO2)N(Cc1cccs1)C1CCOCC1,-1
Cc1nc(N(C)C)nc(C)c1NC(=O)COc1ncccn1,-2
Cc1ccc(S(=O)(=O)Nc2ccc3c(c2)CCC(=O)N3)s1,2
CC1CCN(c2ncc3c(=O)n(CC(=O)Nc4cccc(Cl)c4)cnc3n2)CC1,-8
CCOC(=O)CCC(=O)N1CCC(Oc2cccc(C)n2)CC1,-7
COc1ccc(C(=O)CSc2nnc(CCn3ccc(=O)[nH]c3=O)o2)cc1OC,-6
COc1cccc(C=NNC(=O)c2ccccc2)c1OS(=O)(=O)c1ccccc1,1
Cc1ccc(S(=O)(=O)CCC(=O)Nc2cc(C)nn2C)cc1,-7
Nc1c(Cl)ncnc1NN=Cc1ccc(O)cc1,-5
O=C(COc1ccc(Cl)cc1)Nc1ccc2c(c1)C(=O)NCCO2,8
O=C(C(=NNc1ccc([N+](=O)[O-])cc1)Sc1nnnn1-c1ccccc1)c1ccccc1,20
Cc1ccccc1-c1noc(CN2C(=O)COc3cc(Cl)ccc32)n1,-24

# Another view of part of the listing above:
Molecule	PriA SSB inh
O=C(Cn1c(=O)oc2ccccc21)N1CC(Oc2nc3c(C(F)(F)F)cccc3s2)C1	-6
O=C(Nc1ccc2c(c1)OCO2)N(Cc1cccs1)C1CCOCC1	-1

# (next part)
SMILES,PriA SSB inh
COc1ccc(C(=O)c2sc3nc4c(c(-c5ccco5)c3c2N)CCCCC4)cc1,-3
Cc1ccc(N2CCC(C(=O)Nc3ccc(S(C)(=O)=O)cc3)CC2)nn1,-11
O=C(Cn1nnn(-c2ccc(NC(=O)Nc3cccs3)cc2)c1=O)NC1CC1,-10
Cc1ccc(S(=O)(=O)Nc2ccc(CC(=O)NCc3cccs3)cc2)s1,9
CCOc1ccc(CCN/C=C2/C(=O)c3sccc3N(Cc3ccc(F)cc3)S2(=O)=O)cc1OCC,12
CCn1ccc2c(OCc3cccnc3)cccc2c1=O,0
NS(=O)(=O)c1cccc(Cl)c1,-17
COc1ccc(SCCC(=O)Nc2ccc3sccc3c2)cc1,43*
O=C(Cn1nc(-c2ccc(F)cc2)c2sc(N3CCOCC3)nc2c1=O)NCc1ccccc1,-3
Cc1cc(=O)oc2cc(Oc3ncnc4sc5c(c34)CCC5)ccc12,-11
CC(CC(=O)Nc1ccc(Cl)cc1Cl)=NNC(=O)C(=O)N1CCCC1,0
Cc1cc(Br)ccc1NC(=O)CCn1c(=O)oc2ccccc21,-18
CSCC[C@H](NC(=O)N1C[C@H]2C[C@H](C1)c1cccc(=O)n1C2)C(=O)Nc1ccc(NC(C)=O)cc1,-5
O=[N+]([O-])c1cc(S(=O)(=O)N=C(c2ccccc2)N2CCOCC2)ccc1Cl,-4
O=C(CCN1CCOCC1)Nc1cccc(C(F)(F)F)c1,-22
COc1ccccc1-c1noc(C2CN(C(=O)Nc3ccc(C)c(C)c3)C2)n1,2
COCCN1CCC(CNC(=O)CSC2CCCC2)CC1,-22
O=C(Cc1csc(Nc2cccc(C(F)(F)F)c2)n1)N1CCCc2ccccc21,-16
O=C(Cn1c(=O)n(Cc2ccc(C(=O)NCc3ccccc3Cl)cc2)c(=O)c2ccccc21)Nc1cccc(Cl)c1Cl,-2
O=C(O)c1ccc2n[nH]nc2c1,-11
CCOc1ccc(NC(=O)CC2SC(=N)NC2=O)c([N+](=O)[O-])c1 (stereo not given),6
Cc1ncn(CC(=O)N2CCCC(c3nn(C)c(=O)n3-c3ccccc3)C2)c(=O)c1C (stereo not given),-21
Cc1ccc(CNC(=O)CC2Nc3ccccc3NC2=O)cc1 (stereo not given),7
COc1ccc(Nc2nc3nc(C)cc(C)n3n2)cc1,-12
CCc1ccc(OCC(=O)Nc2ccc(S(=O)(=O)Nc3nccs3)cc2)c(Br)c1,-10
Cc1cc2ncc(NC(=O)[C@@H]3COc4ccccc4O3)cn2n1,-15
Cc1ccc(C(=O)NCC2(c3ccc(F)cc3)CC2)cc1C,-1
C[C@](O)(CNS(=O)(=O)C1CC1)c1cc2ccccc2o1,-10
Cc1cccc(NC(=O)C2(c3cccs3)CCCC2)c1,-41
Cc1ccccc1-c1nc(C#N)c(N2CCOCC2)o1,70*
CNC(=S)NN=Cc1cn(CCOc2ccccc2OC)c2ccccc12,17
Cc1cccc(OCC(=O)NCC(=O)NN=Cc2cccs2)c1,-1
O=C(Cn1nc(-c2cccs2)c2sc(N3CCCCC3)nc2c1=O)Nc1ccc(Cl)cc1,5
COc1ccc(SCCCC(=O)Nc2cc(C)on2)cc1,-5
COc1ccc(C(=O)NC2CCN(c3ccc(-c4ccccc4OC)nn3)CC2)cc1F,-8
O=C(Nc1ccc(Cl)cc1)Nc1nc(C(=O)Nc2ccc3c(c2)OCCO3)cs1,-8
CC1CC1c1ccc(CCC(=O)Nc2ncc(Cc3cccc(Cl)c3)s2)o1 (stereo not given),-1
CS(=O)(=O)c1cccc(S(=O)(=O)Nc2ccc([N+](=O)[O-])cc2)c1,4
COC(=O)c1c(NC(=O)/C(C#N)=C/c2ccc(O)c(OC)c2)sc(C)c1C,-3
Cc1ccc(N2CCCS2(=O)=O)cc1NC(=O)C(=O)NCCCc1ccccc1,-9
Cc1cc(OC2CN(C(=O)c3nc4ccccc4s3)C2)cc(=O)o1,-16
O=C(NCC(O)c1csc2ccccc12)c1ccc(S(=O)(=O)N2CCCC2)cc1 (stereo not given),0
Cn1c(C=NO)nc2ccccc21,-2
O=C(O)CCNS(=O)(=O)c1cccc(Cl)c1,-2
COc1cccc(C=NNc2nnc(C)n2N)c1OCc1ccccc1Cl,-11
COCCCN1C(=O)C(CC(=O)Nc2ccc(F)cc2)SC1=NS(=O)(=O)c1ccccc1 (stereo not given),-5
O=S(=O)(CCC(F)(F)F)Nc1cnc2ccnn2c1,-10
Cc1csc(C(=O)NCc2nn(C3CCCC3)c3c2COCC3)c1,-2
CC1(C)CC(=O)c2sc(NC(=O)C3CCCCN3S(C)(=O)=O)nc2C1 (stereo not given),-7
COc1ccc(OC)c(NC(=O)NCCNc2ccc(Nc3ccncc3)nn2)c1,-21
COc1ccc(NC(=O)C23CC4CC(C2)CC(C(=O)Nc2ccc(OC)cc2OC)(C4)C3)c(OC)c1,-14
O=C(Nc1ccc(-c2csc(Nc3cccnc3)n2)cc1)c1cnccn1,-8
O=C(Cc1ccc(NC(=O)Cc2ccsc2)cc1)NCC(F)(F)F,-18
CCCCOc1ccc(NC(=O)NCc2sc(C)nc2C)cc1,-3
Nc1nc(-c2ccc(Br)s2)cs1,22
CCOC(=O)C(C=Nc1nc(-c2ccccc2)c(C(=O)Nc2cccc(C(F)(F)F)c2)s1)C(=O)OCC,-9

# Shown as labelled records: part of the list above.
Cc1cc(OC2CN(C(=O)c3nc4ccccc4s3)C2)cc(=O)o1
  PriA SSB inh: -16

O=C(NCC(O)c1csc2ccccc12)c1ccc(S(=O)(=O)N2CCCC2)cc1 (stereo not given)
  PriA SSB inh: 0

Cn1c(C=NO)nc2ccccc21
  PriA SSB inh: -2

O=C(O)CCNS(=O)(=O)c1cccc(Cl)c1
  PriA SSB inh: -2

# Some of the compounds tested. The share of hits here may be higher or lower than overall.
